Source: PubChem BioAssay (several laboratories)
MC4R antagonist: antagonists of human melanocortin 4 receptor (MC4R); P32245; MC4R-expressing cells, MTII-stimulated cAMP, LANCE TR-FRET; inhibition, % at 6.5 µM; 360,000 compounds, 0.48% hits; AID 540295;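 active means inhibition above its plate's cutoff, the mean of tested wells on that plate plus 3 SD, cut at about 29% in these data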;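 further: 0% = Melanotan II alone and 100% = Melanotan II plus saturating MCL0020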
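Assay system: U2OS cells stably expressing human melanocortin 4 receptor (MC4R) / Dosing: 6.5 µM / Timing: compound 30 min, challenge 1 h, detection 1 h / Measured by: Eu-cAMP/anti-cAMP TR-FRET, emission 671 nm / Replicates: singlicate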
COUP-TFII inh: inhibitors of human COUP-TFII (NR2F2) | HEK293T NGFI-A luciferase reporter, luminescence | 370,000 compounds, 0.7% hits | inhibition, % at 8.6 µM | AID 686940;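 active means inhibition above a per-plate cutoff, mean inhibition of test wells between control levels plus 3 SD, cut at about 38% in these data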;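 further: cells cotransfected with COUP-TFII expression vector driving the NGFI-A reporter; 0% = median of COUP-TF2 test wells and 100% = reporter-only cells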
NCOA1 inh: inhibits human SRC1 coactivator; 360,000 compounds, 0.12% hits; inhibition, % at 3.6 µM; HEK293 GAL4-SRC1 luciferase reporter, luminescence; AID 588354; Q15788;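 active means inhibition above the campaign mean plus 3 SD, with each screening campaign given its own cutoff, cut at about 60% in these data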;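 further: 0% = DMSO treated cells and 100% = gossypol at 36 µM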
MC4R ag barr: human MC4R agonism via beta-arrestin; activation, % at 8.9 µM; 360,000 compounds, 0.98% hits; P32245; U2OS MC4R beta-arrestin complementation, luminescence; percent of melanotan II response, DMSO zero;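 active means activation above a per-plate cutoff, the mean activation of sample wells on that plate plus 3 SD, cut at about 8% in these data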
ABHD5 PLIN5 PPI: ABHD5-PLIN5 protein interaction inhibition | inhibition, % at 4 µM | AID 602281 | Q00G26+Q8WTS1 | 360,000 compounds, 0.78% hits | Split G. princeps luciferase complementation, luminescence, 4 h;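 active means inhibition above the mean inhibition across every tested compound plus 3 SD, cut at about 22% in these data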;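 further: 0% = DMSO only wells and the 100% control is not disclosed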
EBV LMP1 NFkB: reduces LMP1-driven NF-kappaB luciferase signal. inhibition, % at 12.5 µM. 350,000 compounds, 0.69% hits. AID 504558. LMP1-induced NF-kappaB luciferase reporter cells, luminescence; in the data active means inhibition above about 41%;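 further: 0% = neutral control wells and 100% = reference inhibitor control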
NCOA2 inhibitor: inhibits human steroid receptor coactivator 2. Q15596. HEK293 GAL4-SRC2 luciferase reporter, luminescence. inhibition, % at 9 µM. 370,000 compounds, 0.17% hits;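 active means inhibition above the mean inhibition of all tested compounds plus 3 SD, set per campaign, cut at about 52% in these data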;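 further: 0% = DMSO treated cells and 100% = cells given Gossypol at 36 µM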
NOD2-RIPK2 inh: blocks binding of human NOD2 to RIPK2; 360,000 compounds, 0.38% hits; O43353; CHO BLA complementation NOD2-RIPK2, CCF4 ratio; inhibition, % at 4.98 µM; in the data active means inhibition above about 21%;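 further: 0% = vehicle only and 100% = reference blocker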
NCOA3 inh: human NCOA3 inhibition; Q9Y6Q9; HEK293 GAL4-SRC3 luciferase reporter, luminescence; inhibition, % at 3.6 µM; 360,000 compounds, 0.17% hits;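 active means inhibition above a per-campaign cutoff, the mean of all compounds plus 3 SD, cut at about 60% in these data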;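 further: 0% = DMSO-treated cells and 100% = gossypol-treated cells at 36 µM; higher means less SRC3-driven luciferase light from the GAL4 reporter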
TLR9-MyD88 inh: TLR9-MyD88 interaction inhibition; AID 504734; 340,000 compounds, 0.21% hits; Q9NR96+Q99836; inhibition, % at 4.98 µM; CHO BLA complementation TLR9-MyD88, CCF4 FRET ratio;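 active means inhibition above the mean over all tested compounds plus 3 SD, cut at about 21% in these data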;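 further: 0% = DMSO only wells and 100% = clavulanate BLA inhibitor control wells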
NR5A2 inv ag: inverse agonists of human LRH-1 (NR5A2); O00482; HEK293T StAR-luciferase reporter, LRH-1 transfected, 24 h; inhibition, % at 3.6 µM; 360,000 compounds, 0.13% hits;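 active means inhibition above the mean inhibition of all tested compounds plus 3 SD, cut at about 73% in these data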;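 further: 0% = DMSO wells and 100% = reporter-only cells lacking LRH-1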
The depositor's hits bear a star; . = no result given; + = active, no number; & = joins results of further samples. These rows are one share of the data; the hit share may differ from the screen's.

Values run as follows: MC4R antagonist	COUP-TFII inh	NCOA1 inh	MC4R ag barr	ABHD5 PLIN5 PPI	EBV LMP1 NFkB	NCOA2 inhibitor	NOD2-RIPK2 inh	NCOA3 inh	TLR9-MyD88 inh	NR5A2 inv ag
> CSc1nnc(N2C(=O)C(O)=C(C(=O)c3ccc(C)o3)C2c2ccc(C)cc2)s1 (configuration not stated)
 : +	-47	-85	-3.2	-12	-10	-24	2	-72	-6	-165
> CC12CC(O)C3c4ccc(O)cc4CCC3C1CC/C2=N\O (configuration not stated)
 : 10	-4	10	-0.8	7	28	-3	-4	10	10	-14
> Cc1cc2c(c(C)c1Br)C(c1ccc3c(c1)OCO3)CC(=O)O2 (configuration not stated)
 : 16	14	-13	5.4	-7	-1	-10	3	-4	-9	-4
> OC[C@@H]1[C@@H](c2ccc(Cl)cc2)C(c2ccccc2)=NN1c1ccccc1
 : -1	10	-28	3.8	-6	-1	-14	8	-2	-7	0
> CCOC(=O)CC(NC(=O)c1cccs1)c1ccc(OCC)cc1 (configuration not stated)
 : 1	11	0	1.7	-2	-14	-23	4	7	-18	-18
> Cc1cc(OCC(=O)c2ccc(C(F)(F)F)cc2)n2cnnc2n1
 : 6	-6	8	-2.1	-7	3	6	0	10	-9	-3
> COc1ccc(OCC(=O)Nc2ccncc2)cc1
 : -3	-1	-11	-1.0	-4	-5	-16	-9	7	-5	3
> CCOc1ccc(C(C)C)cc1S(=O)(=O)N1CCOCC1
 : 5	11	0	-3.0	-4	9	-14	-7	13	-5	1
> O=C(Nc1ccc(C(F)(F)F)cc1)c1cc(-c2cccnc2)nc2ccc(Br)cc12
 : -9	-11	-4	6.8	6	-10	-27	-2	10	-2	4
> CCCCNC(=O)CSc1nc(Cc2ccccc2)nc2ccccc12
 : 4	3	-30	-0.8	-6	12	3	-2	-5	2	-24
> CCN1CC(CN(C)Cc2nc(-c3ccc(C(F)(F)F)cc3)no2)CC1=O (configuration not stated)
 : 1	9	18	2.5	2	3	18	4	20	7	3
> Cc1ccc(C(=O)Nc2cc(C)c(OCC(=O)N3CCOCC3)c(C)c2)cc1
 : 3	-50	-53	-0.3	-3	-1	-82	-3	-76	1	-87
> O=C(CN1CCC(NC(=O)Nc2ccccc2)CC1)Nc1ccccc1F
 : -3	12	-21	-1.2	3	-1	-7	-7	1	5	-15
> CN(C)c1ccc(C(=N)Cc2ccc3ccccc3n2)cc1
 : 7	-13	-31	-1.0	-3	-29	-60	3	-38	-11	-16
> Cc1cccc(C)c1OCC(=O)NCC1COc2ccccc2O1 (configuration not stated)
 : 3	-20	14	-1.2	-11	-6	-6	-9	14	-13	-1
> CSCCC(NC(=O)c1cc(CC(C)C)oc1C)C(=O)O (configuration not stated)
 : 14	-2	-10	0.0	0	4	17	2	-1	8	-7
> O=C(CN1C(=O)c2cccc3cccc(c23)C1=O)N1CCN(c2ccccn2)CC1
 : 5	-5	-12	2.1	-4	2	-8	-7	-6	-2	10
> O=C(CN1C(=O)CCC1=O)Nc1nc2c(F)cc(F)cc2s1
 : 4	3	-9	1.1	5	-10	13	2	-10	-3	-19
> Cc1cc(C)c(S(=O)(=O)O)c(C)n1
 : -3	8	-5	0.2	0	3	2	-4	-10	5	21
> CCC1(c2ccc(F)cc2)NC(=O)N(CC(=O)N2c3ccccc3NC(=O)C2(C)C)C1=O (configuration not stated)
 : 5	24	4	-2.1	2	-5	-27	6	-14	8	0
> CC(=O)c1ccc(OCC(=O)OCc2cc(-c3ccco3)on2)cc1
 : 18	7	-36	0.2	3	8	-3	-1	-3	-4	-12
> COc1ccc(F)cc1S(=O)(=O)N1CCC2(CC1)OCCN2S(=O)(=O)c1cccs1
 : 4	7	8	-0.8	4	1	9	0	13	-2	12
> c1coc(CNC2CCCCCCC2)c1
 : -3	-1	4	-0.3	4	-24	13	12	7	2	0
> Cc1ccc(C)c(CSC2=NCCN2S(=O)(=O)c2ccccc2)c1
 : 8	-3	-6	-3.9	-14	-7	-1	-4	7	1	23
> COc1ccc(OCCC(=O)OCC(=O)Nc2ccc(Br)cc2)cc1
 : 16	8	-58	7.4	-4	2	-9	-7	10	-10	-2
> CC(C)N(Cc1ccccc1)C(=O)C1CCCN(c2ncnc3c2nc2n3CCCCC2)C1 (configuration not stated)
 : 4	24	-2	-3.6	7	11	-12	-2	-21	4	19
> COCCNc1nc(SC)nc2sc3c(c12)CCN(C)C3
 : 4	12	17	0.2	-3	4	-22	-3	1	7	7
> O=C(Cn1ccc([N+](=O)[O-])n1)Nc1ccccn1
 : 5	5	-8	-0.7	1	-11	-6	-4	3	-2	-12
> Cc1ccc(C2=NS(=O)(=O)N(C)C(C(=O)Nc3cc(C)n(CC(=O)N4CCC(C)CC4)n3)=C2)cc1
 : -4	6	10	-2.6	5	-1	20	6	1	1	0
> O=C(O)c1ccc(/C=N/Nc2nc3ccccc3[nH]2)cc1
 : -5	5	-14	-1.8	-10	-4	-14	-2	6	-2	-1
> O=C(CSc1nc2ccccc2s1)NC(=O)NCc1ccco1
 : -4	-3	-18	-1.1	-3	-2	-2	2	5	5	-12
> Cc1ccc(NC(=O)COC(=O)C2CC2)cc1Cl
 : 1	-3	10	-1.0	10	1	4	-16	11	-2	-6
> c1ccc(Cn2c(Cn3c(-c4cnccn4)nc4ccccc43)nc3ccccc32)cc1
 : .	11	.	.	11	.	-5	-9	.	.	34
> O=C(N/N=C/c1cc([N+](=O)[O-])ccc1O)c1cccc2cc[nH]c12
 : 4	-5	30	-1.5	3	9	16	0	26	-3	0
> O=C(O)c1ccc(NCCC2=CCCCC2)c([N+](=O)[O-])c1
 : 6	8	-19	-2.6	4	-6	-2	-4	7	5	-2
> COc1ccc(NC(=O)c2ccccc2N(Cc2ccccc2)S(C)(=O)=O)cc1OC
 : 7	-15	-23	4.1	10	3	6	6	22	-5	3
> CN(C)c1cccc(-c2nnc(SCCCC#N)o2)c1
 : 2	-27	-86	-1.0	-3	2	-38	3	-71	8	-79
> CCOc1ccc(NC(=O)c2ccc(CC)s2)c([N+](=O)[O-])c1
 : -5	-50	-56	0.3	5	-11	-29	2	-61	5	-48
> COc1ccc(OC)c(N2Cc3ccccc3C2)c1
 : 1	18	-6	-1.6	1	6	-6	-9	7	4	-4
> Cc1cccc(N(CC(=O)NC2CCCC2)C(=O)c2c(C)noc2C)c1
 : 4	-2	10	-0.4	5	1	2	-10	15	7	8
> CCOc1ccc(Nc2ncnc3c2nnn3Cc2ccccc2)cc1
 : 10	-4	-4	7.6	7	2	-8	-12	-1	2	-9
> COc1ccc(C(CNC(=O)c2cccc(S(=O)(=O)Nc3ccc(C)cc3)c2)N2CCCCC2)cc1 (configuration not stated)
 : 16	2	3	-2.6	2	0	-8	2	-14	3	-18
> N#CC(C#N)=C(Nc1ccccc1)c1ccccc1
 : 1	-5	-24	-0.9	-1	-11	-15	-2	5	1	-5
> Cc1ccc2nc(-c3cccc(SC4CCCCC4)c3)c(NCc3ccccc3)n2c1
 : 16	13&4	-2	0.1	-1&-2	2	-5&-42	-20&-11	-5	-6	25&-4
> COCCNc1ncnc2c1ncn2[C@H]1CN(Cc2cccs2)C[C@@H](CO)O1
 : 3	-10	-3	-0.9	-5	.	-1	2	7	.	-4
> COc1ccc(-c2cn[nH]c2N)cc1OC
 : 0	4	-4	2.7	9	-2	5	6	-9	-6	2
> Cc1cc(C)n(CC(=O)N/N=C/c2ccco2)n1
 : 3	8	0	-1.4	-1	5	-16	5	3	-3	6
> CC1CCC2(CC1)NC(=S)N(C(C)(C)C)N2 (configuration not stated)
 : 15	11	5	2.8	-4	-3	26	-9	-3	.	0
> C=COCCNC(=O)Nc1ccc(Cl)cc1Cl
 : 2	-14	-31	-2.2	-1	-4	4	0	6	-5	21
> CCCc1c(C)nc(N2CCN(c3cccc(OC)c3)CC2)[nH]c1=O
 : 5	2	17	0.9	2	3	-6	7	17	3	1
> CCOC(=O)NN1C(=O)c2ccccc2NC1c1cccnc1 (configuration not stated)
 : 3	7	-8	-1.9	3	-3	1	-5	6	-6	-11
> CCCN1C(=O)SC(CC(=O)Nc2ccccc2C)C1=O (configuration not stated)
 : 3	3	-19	-0.3	0	-6	8	3	-46	2	22
> Cc1cc(Nc2ccccc2)nc(NCc2ccccc2)n1
 : -1	38*	10	-1.1	6	2	28	4	0	2	19
> CCN(C(=O)C1CCCN(c2nc(-c3ccc(OC)cc3)no2)C1)c1ccc(OC)cc1 (configuration not stated)
 : 0	28	2	-1.5	-2	-8	5	10	12	-6	12
> COc1ccc(Oc2nccc(-c3ccccc3)c2C#N)cc1
 : 5	-39	-67	-0.8	3	-2	-41	-2	-71	-3	-98
> O=C1CCN(S(=O)(=O)c2ccccc2)CCN1CCOCc1ccc(C(F)(F)F)cc1
 : 6	20	13	-0.7	1	15	25	-17	-3	3	6
> CCOC(CNC(=O)CCc1c(C)nc2nc(C)nn2c1C)OCC
 : 2	0	-20	-0.2	-3	5	-17	-2	-12	-3	3
> COc1ccc(C(=O)N=C2SC3CS(=O)(=O)CC3N2Cc2ccccc2)cc1OC (configuration not stated)
 : 3	11	6	-2.5	3	5	19	-2	10	0	13
> CC(C)(C)OC(=O)Nc1ncnc2c1ncn2C1OC(CO)C2OC(C)(C)OC21 (configuration not stated)
 : 24	8	-4	0.8	-6	1	7	5	1	-9	6
> COc1cccc(Nc2nc(N)nc(C(F)(F)F)n2)c1
 : -1	-20	-18	-0.7	4	-5	-7	3	-14	-2	-11

Laid out differently: two of the compounds above.
| compound | MC4R antagonist | COUP-TFII inh | NCOA1 inh | MC4R ag barr | ABHD5 PLIN5 PPI | EBV LMP1 NFkB | NCOA2 inhibitor | NOD2-RIPK2 inh | NCOA3 inh | TLR9-MyD88 inh | NR5A2 inv ag |
| --- | --- | --- | --- | --- | --- | --- | --- | --- | --- | --- | --- |
| CCN(C(=O)C1CCCN(c2nc(-c3ccc(OC)cc3)no2)C1)c1ccc(OC)cc1 (configuration not stated) | 0 | 28 | 2 | -1.5 | -2 | -8 | 5 | 10 | 12 | -6 | 12 |
| COc1ccc(Oc2nccc(-c3ccccc3)c2C#N)cc1 | 5 | -39 | -67 | -0.8 | 3 | -2 | -41 | -2 | -71 | -3 | -98 |

The list continues:
Values run as follows: MC4R antagonist	COUP-TFII inh	NCOA1 inh	MC4R ag barr	ABHD5 PLIN5 PPI	EBV LMP1 NFkB	NCOA2 inhibitor	NOD2-RIPK2 inh	NCOA3 inh	TLR9-MyD88 inh	NR5A2 inv ag
> Cc1cccc(CNC(=O)CC2C(=O)NCCN2C2CCCC2)c1 (configuration not stated)
 : 17	16	-1	-2.2	-1	6	5	2	-5	0	-12
> O=C1NC(=O)C2(CCCCCCC2)N1
 : 5	0	6	-2.4	-4	4	22	-6	-8	1	8
> Cn1cc(-c2coc3c(C(=O)NCc4cccs4)cccc23)cn1
 : 10	.	-26	-0.8	-2	.	.	-17	-3	.	10
> NC(=S)N/N=C/c1ccc(C(F)(F)F)cc1
 : 23	16	3	-0.1	-2	-2	-19	-4	-14	-19	42
